HTT cytoprotect: protects HTT-Q103 PC12 cells, measured by ATP. PC12 HTT-Q103 induced, cytoprotection, ATP luminescence, 40 h. Potency, µM (series often up to 56.4 µM), inactives show cytoprotection (ATP increase), hits mostly activators. 230,000 tested, 0.14% active. AID 1471;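 also: potency is read from the fitted curve at half-maximal effect; % of control where 0% means no effect; nearly all actives have a fitted effect of over 45% in size; toxic huntingtin expression switched on by the ecdysone agonist tebufenozide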
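Readout: ATPlite luminescence (ATP level). Model: stable PC12, inducible Htt exon1 Q103-GFP. Inducer: tebufenozide, 100 nM final. Compounds: dose series. No G418 in medium.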
IMPase Li cell: IMPase inhibition in cells with lithium potentiation; CHO-M1 cells, IP1 TR-FRET (IP-One), carbachol + lithium; Potency, µM (series often up to 59.4 µM), without a hit: at the highest dose activity, negative = IMPase inhibition, actives largely listed as inhibitors; 210,000 tested, 0.35% active;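 also: IP1 builds up when IMPase is blocked and the TR-FRET signal falls; potency is read from the fitted curve at half-maximal effect; plate controls were basal vehicle for no effect and high inhibitor control for full effect; nearly all actives have a fitted effect of over 50% in size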
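Lithium-sensitised IP1 accumulation assay; M1-expressing CHO cells treated 30 min at 37C with compound. Competitive antibody detection by time-resolved FRET followed a 10 min room-temperature lysis step.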
Lamin A splicing: changes lamin A minigene splicing in HeLa cells; Potency, µM (titrated, usually from 46.1 µM), without a hit: at the highest dose ratio change, negative = inhibition, most hits filed as inhibitors; AID 1487; 200,000 tested, 0.01% active; HeLa LMNA splicing GFP/RFP minigene ratio, 48 h; active = well fitted inhibition curve with a large enough effect in the signal ratio, with a control signal flat, not every such curve was filed as active; inconclusive = small, poorly fitted or top-dose-only effect, or effect the other way, or a change in a side signal; the % refers to the signal ratio; also: potency is read from the fitted curve at half-maximal effect; % is scaled to controls: 0 for no effect and ±100 for the full control effect
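Read-out is the ratio of GFP to DsRed2 object intensity, acquired by 488 nm laser-scanning cytometry on HeLa lamin A-EGFP minigene reporter cells. Compound incubation 48 hrs at 37 °C in Opti-MEM with 2% FBS; DMSO 0.5% final.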
HTT aggregate: inhibitors of mutant huntingtin aggregate formation in PC12 cells; PC12 HttQ103-GFP aggregates, Acumen cytometry, 40 h; Potency, µM (series often up to 46.1 µM), inactives show top-dose activity change, negative = inhibition, usual class: inhibitors; 220,000 tested, 1.1% active; also: potency is read from the fitted curve at half-maximal effect; % is scaled to controls: 0 for no effect and ±100 for the full control effect; nearly all actives have a fitted effect of over 60% in size
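Steps: seed 1500 PC12 HTTQ103-GFP cells/well; add tebufenozide, 100 nM final; add compound titration; add ATPLite reagent; quantify GFP aggregates by laser scanning cytometry.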
SMN2 splice enh: SMN2 splice variant enhancement; 210,000 tested, 2.8% active; Potency, µM (series often up to 46.1 µM), for inactives: top-dose activity change, positive = activation, actives largely listed as activators; HEK293 SMN2-luciferase splicing reporter, luminescence, 30-36 h; also: potency is read from the fitted curve at half-maximal effect; % of control where 0% means no effect; nearly all actives have a fitted effect of over 55% in size
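HEK293 cells carry an SMN2 minigene-luciferase reporter in which exon 7 inclusion puts luciferase in frame. Cells were seeded at 2000 cells/well, attached for 10-12 hours, then exposed to compounds for 30-36 hours at 37C before ONE-Glo luminescence.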
CBFb-RUNX1 inh: CBF-beta/RUNX1 interaction disruption; AlphaScreen CBFb-His/RUNX1-biotin binding, biochemical; 230,000 tested, under 10 active; Potency, µM (doses to about 59.8 µM), without a hit: at the highest dose activity, negative = inhibition, usual class: inhibitors; also: % of control where 0% means no effect
Target sequence (Q01196 whole entry, looked up): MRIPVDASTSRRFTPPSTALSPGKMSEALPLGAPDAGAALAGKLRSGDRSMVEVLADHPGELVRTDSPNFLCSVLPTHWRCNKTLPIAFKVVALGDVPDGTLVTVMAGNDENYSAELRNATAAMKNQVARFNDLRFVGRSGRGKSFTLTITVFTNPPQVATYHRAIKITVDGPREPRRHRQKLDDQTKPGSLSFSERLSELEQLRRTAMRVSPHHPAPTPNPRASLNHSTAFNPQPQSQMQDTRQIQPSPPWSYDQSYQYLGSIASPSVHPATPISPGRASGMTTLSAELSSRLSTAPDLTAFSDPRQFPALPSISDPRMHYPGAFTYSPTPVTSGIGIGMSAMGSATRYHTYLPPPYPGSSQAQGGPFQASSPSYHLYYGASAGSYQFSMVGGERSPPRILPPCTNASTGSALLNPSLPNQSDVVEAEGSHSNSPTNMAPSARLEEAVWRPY
Target sequence (Q13951 whole entry, looked up): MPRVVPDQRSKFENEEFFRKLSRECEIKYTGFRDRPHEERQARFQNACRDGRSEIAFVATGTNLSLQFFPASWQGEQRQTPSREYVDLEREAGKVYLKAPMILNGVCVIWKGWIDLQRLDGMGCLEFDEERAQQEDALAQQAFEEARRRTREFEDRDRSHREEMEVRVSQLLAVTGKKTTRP
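CBFb-His/RUNX1-biotin, 30 nM each, preincubated 20 min RT; compound 15 min RT; Ni + streptavidin beads 50 ng each, 90 min RT; AlphaScreen read.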
KinaseGlo FLuc: blocks Kinase-Glo luciferase, a counter-screen artifact | AID 1379 | Potency, µM (doses to about 38.3 µM), without a hit: at the highest dose activity change, negative = inhibition, usual class: inhibitors | Kinase-Glo luciferase, ATP luminescence, 8 min | 200,000 tested, 0.28% active | Q27757; also: potency is read from the fitted curve at half-maximal effect; % is scaled to controls: 0 for no effect and ±100 for the full control effect; nearly all actives have a fitted effect of over 60% in size
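Inhibition of Kinase-Glo luciferase light generation was assessed at 10 uM ATP in pH 7.2 imidazole buffer, with luminescence measured after eight minutes at ambient temperature.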
* hit, by the source's call; ? = inconclusive; nt = no result given; [ ] = remark or other dose. Unless noted, calls follow the shape of the dose curve; as a rule, active = well fitted curve in the direction sought with a large enough effect; inconclusive = small, poorly fitted or top-dose-only effect, or another doubt; inactive = no such curve, though single readings can be large; an effect the other way counts as inactive or inconclusive.

SMILES	HTT cytoprotect	IMPase Li cell	Lamin A splicing	HTT aggregate	SMN2 splice enh	CBFb-RUNX1 inh	KinaseGlo FLuc
O=C(c1cnn(C(=O)COc2ccccc2F)c1)c1cc(F)ccc1O	-14%[10 µM]	nt	nt	-31%[9.22 µM]	nt	?	nt
O=C(c1cnccn1)N1CCC2(CCCN(C(c3ccccc3)c3ccccc3)C2)CC1	-108%[inhibitor]	24%	nt	nt	-39%[inhibitor]	nt	-1%
CC(C)Oc1ccc(NC(N)=O)cc1	-27%	-13%[38.3 µM]	7%	8%	-1%	0%	10%
COc1ccc(OC)c(NC(=O)CSc2nncc3ccc(OC)c(OC)c23)c1	-8%[10 µM]	nt	nt	12%[9.22 µM]	nt	5%	nt
CCn1c(SCC(=O)Nc2ccccc2C)nc2nc3c(cc2c1=O)COC(C)(C)C3	-7%[10 µM]	nt	nt	-18%[9.22 µM]	nt	0%	nt
Cc1ccc(S(=O)(=O)NCCOc2nc(N(C)C)nc(N3CCOCC3)n2)cc1	-2%	23%[38.3 µM]	13%	18%	nt	7%	2%
CCNCC(O)COCC(O)CNCC (stereo not given)	11%[10 µM]	-4%[38.3 µM]	9%	-12%	-2%	8%	-2%
C=CCNc1ncnc2c1ncn2C1OC(CO)C(O)C1O (stereo not given)	-121%[inhibitor][10 µM]	-18%[38.3 µM]	?	?	18%	1%	-5%
Cc1ccc(-c2nc(CS(=O)(=O)CC(=O)NC3CCCCC3C)c(C)o2)cc1 (stereo not given)	0%	6%[38.3 µM]	-16%	-27%	-8%	-1%	0%
Cc1cc(C)cc(-n2c(SCC(=O)NCc3ccc4c(c3)OCO4)nc3ccccc3c2=O)c1	-15%[10 µM]	8%	-23%	-1%	-3%	-1%	0%
CCn1c(SCC(=O)Nc2ccc3c(c2)OCO3)nnc1-c1cnccn1	10%[10 µM]	8%	-11%	-4%	-19%	-1%	2%
COc1cc(/C=C2\SC(=S)N(C(Cc3ccccc3)C(=O)O)C2=O)ccc1O (stereo not given)	3%[10 µM]	nt	nt	-9%[9.22 µM]	nt	-10%	nt
CCOC(=O)N1CCN(CC(=O)Nc2cccc(Br)c2)CC1	2%[10 µM]	3%[38.3 µM]	-3%	3%	-29%	-3%	-2%
FC(F)(F)c1cccc(-c2noc(CN3CCOCC3)n2)c1	16%	-5%[38.3 µM]	7%	3%	-10%	-2%	8%
C/C(=N\NC(=O)c1ccc(=O)[nH]n1)c1cccnc1	13%[0.074 µM]	1%	-13%	26%	2%	-1%	0%
c1ccc(OCCOc2cccc3cccnc23)cc1	nt	-3%	1%	-16%	28%	7%	0%
CCCc1ccc(O)c(N=Cc2cc(Br)cc(OCC)c2O)c1	?	23%	nt	-9%	-85%[inhibitor]	-20%	-3%
CN1CCN(c2ccc([N+](=O)[O-])cc2C(=O)c2ccccc2)CC1	28%[10 µM]	13%	?	-3%	21%	-4%	0%
Cc1ccc2cc(C)c(SCC#N)nc2c1	0%	-8%[38.3 µM]	14%	-11%	-16%	9%	1%
Cc1ccc(Cl)cc1NC(=O)CC(O)(C(F)(F)F)C(F)(F)F	-21%	43%[activator][38.3 µM]	?	16µM*	-89%[inhibitor]	8%	-1%
O=S(=O)(c1ccccc1)c1cnc(-c2ccccc2)nc1N1CCCC1	-10%[10 µM]	9%	nt	15%[9.22 µM]	nt	30%	nt
CCc1cc(C(=O)NNC(=S)Nc2cc(C)ccc2C)cs1	22%[10 µM]	-3%	?	-27%	-26%	-4%	2%
C#CCSc1nnc(-c2ccc(C)cc2)o1	-25%[10 µM]	0%	-4%	10%	13µM*	17%	-4%
CN1CCN(Cc2c(C#N)c3ccccc3n2C)CC1	-7%	0%[38.3 µM]	?	-6%	-2%	-3%	-1%
O=C(CN1C(=O)NC2(CCCCCC2)C1=O)NC1CCCCCCC1	-35%[inhibitor]	4%	-1%[46 µM]	1%	-1%	5%	0%
CC(=O)Nc1ccc(S(=O)(=O)Nc2cccc(-c3nc4ccccc4o3)c2)cc1	-6%	35%[activator][38.3 µM]	?	?	-26%	-5%	0%
CCOC(=O)C1=C(O)/C(=C/c2ccc(OCC(=O)O)c(OCC)c2)SC1=Nc1ccc(C)cc1	-19%	-1%	4%[46 µM]	19%	3%	-6%	-2%
CC(C)NC(=O)c1ccc(-c2cc(C(F)(F)F)ccc2Cl)o1	2%	10%[38.3 µM]	4%	-3%	13%	3%	20%
Cc1ccccc1C(C(=O)NC1CCCC1)N(C(=O)CNC(=O)c1ccco1)c1cccnc1 (stereo not given)	1%	9%	-14%[46 µM]	11%[9.22 µM]	23%	-3%	1%
CC(C)NC(=O)c1cc(=O)n(C)c(=O)n1C	7%[10 µM]	7%[38.3 µM]	14%	-15%	29%	6%	-1%
O=c1oc(-c2cccs2)nc2ccc(Cl)cc12	-3%[10 µM]	3%	nt	8%[9.22 µM]	nt	3%	-2%
CCc1ccc(/C=C2\SC(=S)N(CCC(=O)Nc3cc(C)on3)C2=O)cc1	-17%	7%	nt	8%	nt	8%	nt
NC(=O)COC(=O)[C@@H]1CC(O)CN1S(=O)(=O)c1ccc2c(c1)OCCO2 (stereo not given in full)	22%[10 µM]	nt	nt	-12%[9.22 µM]	nt	24%	nt
O=C(c1cccc(C(F)(F)F)c1)C1CCCN(Cc2cccc(OCCO)c2)C1 (stereo not given)	6%[10 µM]	21%	nt	-12%[9.22 µM]	nt	6%	nt
CCCCCC(=O)NNC(=O)c1c(O)c2ccccc2n(CC)c1=O	?	20%	?	1%[9.22 µM]	nt	2%	0%
CCCCC(=O)Nc1ccccc1N1CCN(c2ccccc2)CC1	-17%	5%	nt	-12%	-19%	-2%	1%
COc1cc(NC(=O)C(=O)NCCN2CCNCC2)c(OC)cc1Cl	-57%[inhibitor]	-3%	nt	11%	-3%	0%	1%
COc1ccc(NC(=O)CSc2nnc(NC(C)=O)s2)c([N+](=O)[O-])c1	-9%[10 µM]	1%	nt	-13%[9.22 µM]	-4%	1%	1%
CCN(CC)C(=O)c1sc(NC(=O)c2ccoc2C)c(C(=O)OC)c1C	-18%	10%[38.3 µM]	6%	4%[9.22 µM]	-11%	0%	-5%
O=C(Nc1ccncc1)c1cccc(F)c1	11%	1%[38.3 µM]	1%	-24%	4%	6%	4%
Cn1c(=O)cc(OCC(=O)N2CCCc3ccccc32)c2ccccc21	-15%	2%[38.3 µM]	-17%	3%	10%	15%	2%
COc1cccc(NC(=O)Cn2cnc3sc(C)c(S(=O)(=O)N4CCN(C)CC4)c3c2=O)c1	-23%[10 µM]	4%	-12%	-9%	5%	0%	-1%
Cc1nc2ccc(NC(=O)c3ccc(Cl)c(NC(=O)c4cccs4)c3)cc2s1	-39%	22%[38.3 µM]	-10%	-6%	12%	2%	0%
Cc1ccc(Cc2c(C)nc3nc(SCC(=O)NCCCN4CCOCC4)nn3c2C)cc1	-43%[inhibitor]	13%	13%[46 µM]	6%	-10%	-11%	-2%
N/C(=N\OC(=O)CCCOc1ccccc1)c1cccc(Br)c1	1%	0%	-16%[46 µM]	-6%	10%	?	-3%
CCn1cc(/C=N\NC(=O)c2ccc3c(c2)c(C)c(C)n3Cc2ccccc2)c(C)n1	-13%	41%[activator][38.3 µM]	-6%	5%	-3%	?	16%
COc1ccccc1COC(=O)Nc1c(C)nn(C)c1Cl	-24%	-7%[38.3 µM]	6%	-8%	-38%[inhibitor]	13%	-1%
COc1cccc(/C=N/NC(=O)C(=O)Nc2ccccc2OC(F)(F)C(F)F)c1	27%[10 µM]	-4%	-12%	11%	-2%	-2%	2%
Cc1ccccc1CSCCNC(=O)c1ccccc1	-34%[0.074 µM]	7%	-8%	11%	6%	-2%	1%
O=C(Cc1ccc(S(=O)(=O)N2CCOCC2)s1)Nc1ccc(N2CCOCC2)cc1	-51%[inhibitor]	0%	-26%[46 µM]	33%	?	?	2%
CN1CCN(c2nc(-c3cccc(NS(C)(=O)=O)c3)nc3ccccc23)CC1	-6%	6%	-7%	nt	-18%	nt	-3%
Cc1cc(N2CCCc3ccccc32)n2ncnc2n1	-12%	3%[38.3 µM]	-11%	-11%	8%	2%	0%
CC(=O)c1c(C)[nH]c(C(=O)CSc2nnc(-c3ccc(Cl)cc3)n2CC2CCCO2)c1C (stereo not given)	4%	19%[38.3 µM]	4%	-8%	-13%	-8%	-1%
COc1ccc(CNC(=O)CCNS(=O)(=O)c2ccc(Cl)cc2)cc1	-32%[inhibitor]	-16%	nt	-9%	31%	5%	2%
Cn1nnnc1SCC(=O)Nc1ccc2c(c1)OCO2	-23%	2%	-3%[46 µM]	18%	?	2%	2%
Cc1ccc(NC(=O)c2ccc(CSc3ncnc4nc[nH]c34)cc2)c(C)c1	-11%	12%[38.3 µM]	0%	12%	-67%[inhibitor]	0%	-5%
CCCC[n+]1c(-c2ccc(Cl)cc2Cl)csc1Nc1ccccc1	7%[10 µM]	12%	-20%	-9%	-5%[1.84 µM]	-5%	1%
CCOC(=O)C(CCCOc1ccc(C(C)CC)cc1)C(=O)OCC (stereo not given)	23%	9%[38.3 µM]	5%	-10%	-5%	28%	-1%
Cn1c(Cc2cccs2)nnc1SCc1nc2ccccc2[nH]1	-2%	2%[38.3 µM]	-8%	3%	0%	7%	1%
O=C(NCc1cccs1)c1cc(-c2cccs2)on1	-12%	-16%[38.3 µM]	-5%	4%	?	2%	-4%
CC1(C(=O)O)CCC(C(=O)N2CCOCC2)C1(C)C (stereo not given)	18%	0%[38.3 µM]	-4%	-7%[9.22 µM]	20%	4%	5%
CSc1nc2c(c(=O)n1-c1ccc(F)cc1)SCC2	2%[10 µM]	12%	8%	-7%	-8%	-7%	-1%

Filtered by structure: the compounds so far with an NH in an aromatic ring (4)
SMILES	HTT cytoprotect	IMPase Li cell	Lamin A splicing	HTT aggregate	SMN2 splice enh	CBFb-RUNX1 inh	KinaseGlo FLuc
C/C(=N\NC(=O)c1ccc(=O)[nH]n1)c1cccnc1	13%[0.074 µM]	1%	-13%	26%	2%	-1%	0%
CC(=O)c1c(C)[nH]c(C(=O)CSc2nnc(-c3ccc(Cl)cc3)n2CC2CCCO2)c1C (stereo not given)	4%	19%[38.3 µM]	4%	-8%	-13%	-8%	-1%
Cc1ccc(NC(=O)c2ccc(CSc3ncnc4nc[nH]c34)cc2)c(C)c1	-11%	12%[38.3 µM]	0%	12%	-67%[inhibitor]	0%	-5%
Cn1c(Cc2cccs2)nnc1SCc1nc2ccccc2[nH]1	-2%	2%[38.3 µM]	-8%	3%	0%	7%	1%

From PubChem BioAssay
